Source: PubChem
CatL inh – inhibitors of human cathepsin L | P07711 | purified cathepsin L, fluorogenic substrate, fluorescence | inhibition, %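 (tested at 10 µM)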 | 0.17% of 58,000 active; in the data active = inhibition above about 45%;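 note: 0% = enzyme with no compound and 100% = no enzyme blank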
FXIIa mix inh – inhibitors of human coagulation factor XIIa, pooled mixtures; P00748; 0.2% of 62,000 active; purified FXIIa, fluorogenic substrate; inhibition, % at 5 µM;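 note: 0% = enzyme without compound and 100% = no enzyme blank; some results filed as inactive read as strong as hits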
Target sequence (P00748 20-372 limits assumed): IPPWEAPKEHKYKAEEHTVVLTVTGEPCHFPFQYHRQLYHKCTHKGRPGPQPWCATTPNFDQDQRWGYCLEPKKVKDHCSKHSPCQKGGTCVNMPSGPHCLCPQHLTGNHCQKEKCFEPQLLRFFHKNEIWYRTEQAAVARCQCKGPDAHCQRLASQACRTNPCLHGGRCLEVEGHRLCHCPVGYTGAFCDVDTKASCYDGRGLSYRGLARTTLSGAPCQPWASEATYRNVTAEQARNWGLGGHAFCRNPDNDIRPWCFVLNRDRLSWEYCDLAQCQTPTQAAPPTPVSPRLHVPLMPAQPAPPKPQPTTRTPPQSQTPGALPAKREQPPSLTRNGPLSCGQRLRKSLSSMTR
Target sequence (P00748 373-615 limits assumed): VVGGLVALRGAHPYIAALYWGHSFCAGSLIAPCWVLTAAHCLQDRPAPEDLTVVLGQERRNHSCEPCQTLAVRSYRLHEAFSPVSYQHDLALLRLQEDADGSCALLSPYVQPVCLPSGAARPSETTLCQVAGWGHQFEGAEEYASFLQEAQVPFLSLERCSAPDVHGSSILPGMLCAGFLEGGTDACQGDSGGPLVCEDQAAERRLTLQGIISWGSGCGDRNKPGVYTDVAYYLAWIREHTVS
HTR1A agonist – activates the human 5-HT1a serotonin receptor; P08908; CHO 5-HT1a Ga15 NFAT-bla reporter, FRET ratio; 0% basal, 100% maximal reference agonist; activation, % at 10 µM; 0.56% of 65,000 active;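 active = activation above the screen-wide mean activation plus 3 SD, cut at about 19% in these data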;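 note: 0% = DMSO wells and 100% = 5-CT at EC100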
FXIa mix inh – factor XIa (human) inhibition, mixture screen. inhibition, % at 5 µM. 0.19% of 62,000 active. purified FXIa, fluorogenic substrate, pooled mixtures. P03951. AID 680;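 note: each value is inhibition by a whole ten-compound pool holding the compound; 0% = enzyme with no mixture and 100% = wells lacking enzyme; strong numbers were not always called active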
C1s block – blocks human complement C1s protease activity; P09871; purified C1s, fluorogenic AMC substrate, pooled mixtures; mean inhibition % of two 10-compound mixtures (active compounds read high), % at 5 µM (by protocol); 0.16% of 62,000 active; AID 538;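 active = inhibition above 20% in each of the two 10-compound mixture wells holding the compound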;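 note: 0% = enzyme wells lacking compound mixture and 100% = no-enzyme blank wells; some compounds called inactive have numbers as strong as hits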
MKP-1 inh – blocks human MKP-1 phosphatase activity; P28562; recombinant MKP-1, OMFP hydrolysis fluorescence; inhibition, %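 (compounds tested at a single concentration somewhere between 10 and 100 µM)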; 0.15% of 65,000 active; AID 374;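 active = inhibition above about 50%, limit read from the data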;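 note: 0% = DMSO max control wells and 100% = wells with enzyme stopped by NaOH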
Hsp90 inh – displaces geldanamycin probe from tumor Hsp90 | P07900 | 0.35% of 64,000 active | inhibition, % at 30 µM | NCI-N417 lysate Hsp90, Cy3B-geldanamycin FP displacement;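 active = inhibition above 50%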;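 note: 0% = tracer plus lysate wells and 100% = tracer alone without lysate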
Cdc25B inh – human M-phase inducer phosphatase 2 inhibition | P30305 | recombinant Cdc25B, OMFP fluorescence Ex485/Em525 | inhibition, %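 (compounds tested at 10 µM final in the well)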 | 0.1% of 65,000 active | AID 368; in the data active = inhibition above about 50%
CatG inh – cathepsin G (human) inhibition; P08311; purified enzyme, AMC-tetrapeptide fluorescence, pooled mixtures; inhibition, % at 5 µM (by protocol); 0.2% of 62,000 active;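 active = inhibition above 20% in each of the two mixture wells holding the compound; inactive = inhibition of 20% or less in either well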;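 note: 0% = enzyme control without mixture and 100% = blank lacking enzyme; strong numbers were not always called active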
Target sequence (P08311 21-244 limits assumed): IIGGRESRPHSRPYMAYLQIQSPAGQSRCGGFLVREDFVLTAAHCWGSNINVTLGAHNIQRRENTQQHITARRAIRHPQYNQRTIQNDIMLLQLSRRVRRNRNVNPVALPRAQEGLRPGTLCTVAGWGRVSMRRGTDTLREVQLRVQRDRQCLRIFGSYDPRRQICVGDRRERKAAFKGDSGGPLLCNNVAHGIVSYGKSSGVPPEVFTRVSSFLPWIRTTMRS
Starred values were filed as active, the others as inactive; / = not tested or not shown. Cut-off read from the data, not from the text of the source, unless noted: active = inhibition above about 20% (passing the limit was not always enough); inactive = the rest.

A first look:
SMILES	CatL inh	FXIIa mix inh	HTR1A agonist	FXIa mix inh	C1s block	MKP-1 inh	Hsp90 inh	Cdc25B inh	CatG inh
CCOc1ccccc1C1C(C(=O)Nc2ccc(OC)cc2)=C(C)Nc2nc(CCCO)nn21 (configuration not stated)	-1	4	1.7	-11	-3	-2	0	-7	5
COCCN(CCOC)Cc1cc(=O)oc2cc3c(cc12)CCC3	-5	0	1.0	6	16	-1	-8	-12	13
CCNC(=O)/N=C1/NC(=O)C(C(C)C)O1 (configuration not stated)	22	8	-0.9	5	2	-7	-1	1	-4
O=C(O)c1cccc(NC(=O)C2CC(=O)N(Cc3ccccc3)C2)c1 (configuration not stated)	10	-6	1.2	3	12	0	-1	1	13
OCCN(Cc1ccccc1)Cc1cccc(F)c1	3	3	-0.7	9	11	-15	-2	-5	25
O=C1CC(N2CCN(c3ccccc3)CC2)C(=O)N1CCc1ccccc1 (configuration not stated)	-3	3	-4.7	5	2	-2	-1	-4	11
CC(C)C(=O)N(Cc1ccc2c(c1)OCO2)Cc1ccccn1	2	-4	-2.4	1	-5	-19	2	-11	-2
CCCCC(CC)CNC(=O)c1cccs1 (configuration not stated)	/	4	3.1	-15	-44	12	-1	2	-3
Cn1c(NC(=O)c2cccs2)c(-c2cccs2)c(=O)c2ccccc21	-3	-1	-1.9	4	2	28	-13	7	3
CCOC(=O)c1c(C)[nH]c(C(=O)Cn2nnc(-c3ccccc3)n2)c1C	11	12	1.3	10	12	25	-4	-3	10
CCCCCCn1ccc(=N)cc1	19	1	0.0	-35	-79	-5	-2	7	-10
O=C(O)CC(C(=O)OCC1CCCO1)N1CCOCC1 (configuration not stated)	-4	/	0.9	/	/	-18	-1	12	/
COc1cccc(NS(=O)(=O)c2cn(C)c(=O)n(C)c2=O)c1	/	1	1.1	3	14	2	0	-8	13
Cc1ccc(OCCCn2c(CO)nc3ccccc32)cc1	8	-3	0.8	15	-29	14	-11	-4	-1
O=S(=O)(NCCc1ccc2c(c1)OCCO2)c1cccs1	-4	6	-4.1	3	-25	2	-4	0	-3
CC1CCN(C(=O)Cn2c(=O)n(Cc3ccc4c(c3)OCO4)c(=O)c3ccccc32)CC1	-9	7	-4.2	4	-5	13	2	-3	-3
Clc1ccc(Cn2ncc3c(N4CCCC4)ncnc32)cc1	/	-3	2.5	7	11	-2	0	-16	8

The list itself, repeating the preview:
SMILES	CatL inh	FXIIa mix inh	HTR1A agonist	FXIa mix inh	C1s block	MKP-1 inh	Hsp90 inh	Cdc25B inh	CatG inh
CCOc1ccccc1C1C(C(=O)Nc2ccc(OC)cc2)=C(C)Nc2nc(CCCO)nn21 (configuration not stated)	-1	4	1.7	-11	-3	-2	0	-7	5
COCCN(CCOC)Cc1cc(=O)oc2cc3c(cc12)CCC3	-5	0	1.0	6	16	-1	-8	-12	13
CCNC(=O)/N=C1/NC(=O)C(C(C)C)O1 (configuration not stated)	22	8	-0.9	5	2	-7	-1	1	-4
O=C(O)c1cccc(NC(=O)C2CC(=O)N(Cc3ccccc3)C2)c1 (configuration not stated)	10	-6	1.2	3	12	0	-1	1	13
OCCN(Cc1ccccc1)Cc1cccc(F)c1	3	3	-0.7	9	11	-15	-2	-5	25
O=C1CC(N2CCN(c3ccccc3)CC2)C(=O)N1CCc1ccccc1 (configuration not stated)	-3	3	-4.7	5	2	-2	-1	-4	11
CC(C)C(=O)N(Cc1ccc2c(c1)OCO2)Cc1ccccn1	2	-4	-2.4	1	-5	-19	2	-11	-2
CCCCC(CC)CNC(=O)c1cccs1 (configuration not stated)	/	4	3.1	-15	-44	12	-1	2	-3
Cn1c(NC(=O)c2cccs2)c(-c2cccs2)c(=O)c2ccccc21	-3	-1	-1.9	4	2	28	-13	7	3
CCOC(=O)c1c(C)[nH]c(C(=O)Cn2nnc(-c3ccccc3)n2)c1C	11	12	1.3	10	12	25	-4	-3	10
CCCCCCn1ccc(=N)cc1	19	1	0.0	-35	-79	-5	-2	7	-10
O=C(O)CC(C(=O)OCC1CCCO1)N1CCOCC1 (configuration not stated)	-4	/	0.9	/	/	-18	-1	12	/
COc1cccc(NS(=O)(=O)c2cn(C)c(=O)n(C)c2=O)c1	/	1	1.1	3	14	2	0	-8	13
Cc1ccc(OCCCn2c(CO)nc3ccccc32)cc1	8	-3	0.8	15	-29	14	-11	-4	-1
O=S(=O)(NCCc1ccc2c(c1)OCCO2)c1cccs1	-4	6	-4.1	3	-25	2	-4	0	-3
CC1CCN(C(=O)Cn2c(=O)n(Cc3ccc4c(c3)OCO4)c(=O)c3ccccc32)CC1	-9	7	-4.2	4	-5	13	2	-3	-3
Clc1ccc(Cn2ncc3c(N4CCCC4)ncnc32)cc1	/	-3	2.5	7	11	-2	0	-16	8
O=C(NCCN1CCOCC1)c1cccc(S(=O)(=O)N2CCCCCC2)c1	-8	2	-4.0	-2	3	5	-13	-6	8
CC1CCN(CC(C)OC(=O)c2ccc3c(c2)OCCO3)CC1 (configuration not stated)	8	-16	-0.9	-8	-32	0	-1	-4	3
Cc1nc2ccccc2n1CC(=O)OCC(=O)Nc1ccc2c(c1)OCCO2	/	-19	-3.2	-6	1	2	-2	0	11
O=C(Cn1cc(C(=O)c2cccs2)c2ccccc21)NCc1cccs1	-2	8	-0.8	-1	-14	1	0	-6	4
CCOCCCNC(=O)C1CCCN1C(=O)NC1CCCCC1 (configuration not stated)	-5	8	-0.4	5	-4	0	1	-22	-6
COc1ccc(-c2cn3c(C)c(C(=O)NC(C)(C)C)sc3n2)cc1	4	8	-1.6	8	-7	18	0	-7	-4
CC(C)(C)C(=O)CNS(=O)(=O)c1ccc(S(=O)(=O)NC2CCCC2)cc1	-6	6	-1.3	10	3	9	-2	-2	-2
COc1cccc(C2CC(c3ccccc3)n3ncnc3N2)c1 (configuration not stated)	19	-13	/	2	8	-9	-4	-1	-5
O=C1OC(c2ccccc2)=C/C1=C\N1CCOCC1	4	6	-4.6	2	8	-18	0	-16	8
C=CCn1c(SCC(=O)Nc2nccs2)nnc1-c1cc2cccc(OC)c2o1	13	3	-1.7	-1	-8	17	-3	-1	11
c1ccc(OCCCn2nnc(-c3cccnc3)n2)cc1	-3	-12	1.0	0	-20	0	0	-7	-8
COc1ccc(C(C)=O)cc1CN1C(=O)C(C)N(c2ccc(C)cc2)C1=O (configuration not stated)	13	2	-0.6	5	-43	7	/	-12	-7
c1coc(Cn2c(SCc3nc4ccccc4[nH]3)nnc2-c2cccs2)c1	-1	0	0.0	10	10	-3	/	0	9

Full records as entered above. Order of screens: CatL inh	FXIIa mix inh	HTR1A agonist	FXIa mix inh	C1s block	MKP-1 inh	Hsp90 inh	Cdc25B inh	CatG inh
Results for OCCN(Cc1ccccc1)Cc1cccc(F)c1 → 3	3	-0.7	9	11	-15	-2	-5	25
Results for c1ccc(OCCCn2nnc(-c3cccnc3)n2)cc1 → -3	-12	1.0	0	-20	0	0	-7	-8

The list continues:
SMILES	CatL inh	FXIIa mix inh	HTR1A agonist	FXIa mix inh	C1s block	MKP-1 inh	Hsp90 inh	Cdc25B inh	CatG inh
CC(=O)C1=C(O)C(=O)N(CCN2CCOCC2)C1c1ccccc1 (configuration not stated)	19	2	-2.5	-1	-53	14	-4	7	-3
COC(=O)c1ccc(C)c(NC(=O)c2nn(C)c(=O)c3ccccc23)c1	12	-9	-1.7	6	-3	29	1	-2	10
N#Cc1ccsc1NC(=O)c1cnccn1	24	16	-2.0	3	6	24	-3	-4	3
CCOc1cc(S(=O)(=O)N2CCCCC2)ccc1Cl	-2	6	-0.8	10	1	2	0	-11	-2
Cc1ccc(S(=O)(=O)C(F)(F)F)cc1NC(=O)c1cccnc1	14	6	-1.0	4	18	0	2	0	15
O=C(Cc1cc(=O)[nH]c(=O)[nH]1)N1CCN(C(=O)c2ccco2)CC1	/	-1	2.8	7	-9	-5	0	-11	6
CCc1ccc2c(c1)C(NC(C)=O)C(=O)N2CC (configuration not stated)	5	12	-3.3	8	11	24	-2	-1	7
COc1ccc(Oc2c(C)oc3c(CN(C)C)c(O)ccc3c2=O)cc1	-63	0	-4.8	4	4	25	0	-8	11
O=C(NCC1CCCO1)C1c2ccccc2C(=O)N1C1CCCCCCC1 (configuration not stated)	7	2	-0.4	-3	0	6	-1	-6	1
CCS(=O)(=O)n1nc(-c2ccco2)nc1SC	/	-16	-1.6	-5	-115	8	-2	-10	4
O=C1Nc2ccc(S(=O)(=O)NCc3ccco3)c3cccc1c23	/	-13	0.0	0	-8	15	42	5	6
Clc1ccc(-c2nnc3sc(-c4ccco4)nn23)c(Cl)c1	2	5	-2.3	5	12	-11	-2	0	9
COc1cccc(N2CCN(C(=O)CN(C)S(=O)(=O)c3ccc4c(c3)CCC(=O)N4)CC2)c1	20	2	2.6	2	-53	16	1	-8	2
Cc1cc(NC(=O)CSc2nc(CCC3CCCC3)nc3ccccc23)no1	14	3	0.4	7	3	-14	0	-6	-1
CC1=CC(C)C(C(=O)O)C(C(=O)O)C1 (configuration not stated)	12	5	-2.1	-4	1	3	-1	-17	10
CC1(C)CC(NS(=O)(=O)c2ccccc2)CC(C)(C)N1	1	-2	-0.3	11	-15	1	-2	-11	-4
COc1ccccc1CNC(=O)C1CCCN(S(=O)(=O)c2cnc[nH]2)C1 (configuration not stated)	10	-1	-0.9	2	-4	4	-3	-1	-27
CC(C)CCN(C)C1CCN(S(=O)(=O)c2ccc(F)cc2)CC1	15	7	1.6	3	-4	-5	-2	-18	2
Cn1c2ccccc2c2cnn(CC(=O)N3CCN(c4ncccn4)CC3)c(=O)c21	15	-16	-1.8	22	-2	8	-2	-22	-2
Cn1c(C(=O)NCc2ccc3c(c2)OCO3)cc2sccc21	-2	1	-1.6	6	10	3	-4	-11	8
COC(=O)C1C2C=CC3(CN(C4CCCC4)C(=O)C13)O2 (configuration not stated)	8	8	-3.1	1	-3	-15	-4	-11	-4
CCOC(=O)C1=C(C)N2C(=C(C#N)[C@@H]1c1ccc(C(=O)OC)cc1)SC[C@@]2(O)C(C)(C)C	1	3	-0.3	-5	-60	30	-5	6	-15
Cc1cc(C)nc(SCC(=O)Nc2ccc(N3CCOCC3)c(Cl)c2)n1	29	10	-2.3	1	10	1	1	-10	8
CCOC(=O)N1CCC(c2cc(=O)n3[nH]c(-c4ccccc4)cc3n2)CC1	/	3	-3.5	2	-2	13	2	-6	9
O=C(NCCCN1CCCC1=O)c1ccc(CNS(=O)(=O)c2ccc(F)cc2)cc1	1	1	-4.2	-4	-44	12	-4	-13	3
CCOC(=O)C1CCCN(C(=O)c2ccc3c(c2)OCO3)C1 (configuration not stated)	14	1	-1.6	23	1	-7	1	5	53
O=C(O)C1CCCCC1C(=O)NCCc1cccc(Cl)c1 (configuration not stated)	3	6	1.1	11	15	-5	-6	-3	5
COC(=O)c1cc(Br)c(=O)n(-c2ccccc2OC)c1	-4	7	1.2	5	3	-12	-6	0	2
CCN1CCN(C(=O)C2c3cc(OC)c(OC)cc3C(=O)N3CCc4ccccc4C23)CC1 (configuration not stated)	10	-18	-4.7	3	27	6	3	13	11
COC(=O)CSc1nc2ccccc2nc1SCC(=O)OC	8	2	3.5	3	-1	-7	/	-10	8
Cc1cc(C)n(-c2ccc(C(=O)Nc3nc4ccccc4s3)cc2)n1	-9	12	-2.1	4	16	23	-2	-9	10
Cc1cccc2cc(CN(Cc3ccco3)S(=O)(=O)c3ccc4c(c3)OCCO4)c(=O)[nH]c12	-13	5	2.7	12	5	14	0	2	2
Cc1ccc2ncnc(NCCCN3CCOCC3)c2c1	1	-7	-3.5	2	-11	-4	-1	-4	-4
CCCCOc1cccc(C(=O)N(Cc2ccco2)C2CCS(=O)(=O)C2)c1 (configuration not stated)	11	5	-6.4	-1	-27	-1	-1	0	4
O=C(NCc1cccc(CNC(=O)c2ccco2)c1)c1ccco1	1	2	0.1	3	2	-1	-1	-6	6
